Screens: PubChem BioAssay, Broad Institute
BioA inh – M. tuberculosis BioA enzyme inhibitors, primary screen, biochemical, plate reader, single point, HTS | inhibition, % at 9.99 µM | purified M. tuberculosis BioA enzyme | AID 602481, 2012 | 360,000 tested, 0.096% active; in the data active = inhibition above about 40%
The depositor's hits bear a star. These rows are one share of the data; rates above refer to the full screens.

| mol | BioA inh |
| --- | --- |
| O=C(C[C@@H]1C=C[C@@H](NC(=O)c2cccc(F)c2)[C@@H](CO)O1)Nc1nccs1 | 1.4 |
| C[C@@H]1CN([C@@H](C)CO)C(=O)c2cc(-c3ccc(C#N)cc3)cnc2O[C@@H]1CN(C)C(=O)CC1CC1 | -0.8 |
| Cc1cc(C(=O)Nc2ccc3c(c2)C(=O)N(C)[C@H]2CC[C@H](CC(=O)NC4CCCC4)O[C@H]2CO3)no1 | -5.1 |
| COCC(=O)N(C)C[C@H]1Oc2cc(C#C[C@@H](C)O)ccc2S(=O)(=O)N([C@H](C)CO)C[C@H]1C | 0.2 |
| Cc1ccc(S(=O)(=O)N(C)C[C@H]2OCCCC[C@@H](C)Oc3ccc(NS(=O)(=O)c4ccc(Cl)cc4)cc3C(=O)N([C@H](C)CO)C[C@@H]2C)cc1 | -4.2 |
| CC(C)CC#Cc1cnc2c(c1)C(=O)N([C@@H](C)CO)C[C@@H](C)[C@@H](CN(C)Cc1ccccc1F)O2 | 3.3 |
| C[C@@H]1CN([C@H](C)CO)C(=O)c2cc(C#CC(C)(C)O)cnc2O[C@H]1CN(C)Cc1cncnc1 | 0.5 |
| CO[C@H]1CN(C)C(=O)c2cc(NC(=O)C3CC3)ccc2OC[C@@H](C)N(C(=O)c2ccccc2)C[C@H]1C | 1.3 |
| C[C@@H]1CCCCO[C@H](CN(C)CC2CCCCC2)[C@@H](C)CN([C@H](C)CO)C(=O)c2cc(NS(=O)(=O)c3cccs3)ccc2O1 | -1.7 |
| C[C@H](O)C#Cc1cnc2c(c1)C(=O)N([C@H](C)CO)C[C@H](C)[C@@H](CN(C)CC1CCCCC1)O2 | -1.5 |
| CC(=O)Nc1ccc2c(c1)C(=O)N(C)[C@@H]1CC[C@@H](CC(=O)Nc3cn(C)nc3C)O[C@@H]1CO2 | 2.3 |
| CO[C@@H](CN(C)S(=O)(=O)c1ccc(Cl)cc1)[C@H](C)CN(Cc1ccccc1Cl)[C@@H](C)CO | -2.1 |
| COCCNC(=O)C[C@H]1CC[C@@H](NC(=O)NC2CCCC2)[C@@H](CO)O1 | -1.9 |
| C[C@@H]1CN([C@@H](C)CO)C(=O)c2cc(-c3ccccc3F)cnc2O[C@@H]1CN(C)Cc1ccccc1 | 0.2 |
| Cc1ccc(S(=O)(=O)N(C)C[C@@H]2Oc3cc(-c4cccc(F)c4)ccc3S(=O)(=O)N([C@H](C)CO)C[C@@H]2C)cc1 | -3.6 |
| CCN(C[C@@H]1[C@H](c2ccccc2)[C@H](CO)N1C(C)=O)C(=O)c1ccccn1 | -2.8 |
| C[C@@H]1CN([C@@H](C)CO)C(=O)c2cc(NC(=O)Nc3ccc4c(c3)OCO4)ccc2O[C@@H](C)CCCCO[C@H]1CN(C)CC1CCCCC1 | -2.2 |
| COc1ccc(S(=O)(=O)N(C)C[C@H]2OCCCC[C@H](C)Oc3ccc(NS(=O)(=O)c4ccccc4)cc3C(=O)N([C@H](C)CO)C[C@@H]2C)cc1 | -0.9 |
| CC(C)NC(=O)N1Cc2cc(C(=O)NC3Cc4ccccc4C3)nc(-c3cccc(-c4cccnc4)c3)c2[C@@H]1CCO | -4.3 |
| CCCC(=O)Nc1ccc2c(c1)C(=O)N(C)[C@H]1CC[C@H](CC(=O)O)O[C@@H]1CO2 | 2.9 |
| O=C(NC1CCCCC1)N[C@@H]1CC[C@H](CCNS(=O)(=O)c2ccc(F)cc2)O[C@@H]1CO | -2.2 |
| C/C=C/c1ccc2c(c1)O[C@H](CN(C)C(=O)Nc1ccc(OC)cc1)[C@@H](C)CN([C@@H](C)CO)S2(=O)=O | 4.1 |
| COc1ccc(S(=O)(=O)Nc2cccc3c2O[C@H](CN(C)Cc2ccncc2)[C@H](C)CN([C@H](C)CO)C3=O)cc1 | 3.0 |
| C[C@@H]1CN([C@H](C)CO)C(=O)CCCn2cc(nn2)CO[C@@H]1CN(C)S(=O)(=O)c1ccc(C#N)cc1 | 0.8 |
| [N-]=[N+]=NCc1ccccc1C[C@]1(C(=O)NCc2ccccc2)COC(c2ccc(OCCCO)cc2)=N1 | -2.2 |
| C[C@@H]1CN([C@@H](C)CO)C(=O)c2cccc(NS(=O)(=O)c3ccc(F)cc3)c2O[C@@H]1CN(C)C(=O)Nc1ccc(C(F)(F)F)cc1 | -1.4 |
| COc1cccc(NC(=O)N(C)C[C@H]2Oc3cc(-c4ccccc4OC)ccc3S(=O)(=O)N([C@@H](C)CO)C[C@@H]2C)c1 | 2.1 |
| CN(C)C(=O)[C@H]1[C@H](CO)[C@H]2Cn3c(ccc(C4=CCCCC4)c3=O)[C@@H]1N2CC1CC1 | -0.8 |
| C[C@H]1CN([C@@H](C)CO)C(=O)c2c(c3ccccc3n2C)-c2ccccc2CO[C@H]1CN(C)C(=O)Nc1ccc2c(c1)OCO2 | -4.2 |
| C[C@@H]1CN([C@@H](C)CO)C(=O)c2cc(NC(=O)Nc3ccc(C(F)(F)F)cc3)ccc2O[C@@H]1CN(C)C(=O)Nc1ccccc1 | -1.4 |
| CO[C@@H]1CN(C)C(=O)c2cc(NC(C)=O)ccc2OC[C@H](C)N(C(=O)c2ccccc2)C[C@@H]1C | -1.1 |
| Cc1cccc(S(=O)(=O)N(C)C[C@@H]2OCc3cnnn3CCCC(=O)N([C@@H](C)CO)C[C@H]2C)c1 | 0.1 |

Overlap with the part before: five entries, then new ones.
| mol | BioA inh |
| --- | --- |
| CN(C)C(=O)[C@H]1[C@H](CO)[C@H]2Cn3c(ccc(C4=CCCCC4)c3=O)[C@@H]1N2CC1CC1 | -0.8 |
| C[C@H]1CN([C@@H](C)CO)C(=O)c2c(c3ccccc3n2C)-c2ccccc2CO[C@H]1CN(C)C(=O)Nc1ccc2c(c1)OCO2 | -4.2 |
| C[C@@H]1CN([C@@H](C)CO)C(=O)c2cc(NC(=O)Nc3ccc(C(F)(F)F)cc3)ccc2O[C@@H]1CN(C)C(=O)Nc1ccccc1 | -1.4 |
| CO[C@@H]1CN(C)C(=O)c2cc(NC(C)=O)ccc2OC[C@H](C)N(C(=O)c2ccccc2)C[C@@H]1C | -1.1 |
| Cc1cccc(S(=O)(=O)N(C)C[C@@H]2OCc3cnnn3CCCC(=O)N([C@@H](C)CO)C[C@H]2C)c1 | 0.1 |
| CCCNC(=O)N[C@@H]1CC[C@@H](CCn2cc(-c3cccc(F)c3)nn2)O[C@@H]1CO | -0.2 |
| C[C@@H]1CN([C@H](C)CO)C(=O)c2cc(N(C)C)ccc2O[C@@H]1CN(C)S(=O)(=O)c1ccc(F)cc1 | 0.4 |
| OC[C@H]1[C@@H](c2ccc(-c3ccccc3)cc2)[C@@H]2CN(Cc3ccccn3)CCCCN12 | -4.4 |
| COc1ccc(C#Cc2ccc([C@@H]3[C@H](CO)N4CCCCN(C(=O)Nc5ccc(F)cc5)C[C@@H]34)cc2)cc1 | 3.9 |
| C[C@@H]1CCCCO[C@@H](CN(C)C(=O)NC2CCCCC2)[C@H](C)CN([C@@H](C)CO)C(=O)c2cc(NC(=O)Nc3ccc(C(F)(F)F)cc3)ccc2O1 | -2.4 |
| COc1ccc(CN2C[C@@H](C)[C@H](OC)CN(C)C(=O)c3cc(NC(=O)c4nc5ccccc5s4)ccc3OC[C@@H]2C)cc1 | 3.8 |
| O=C(Nc1cccc(Cl)c1)N[C@H]1CC[C@@H](CCn2cc(Cc3ccccc3)nn2)O[C@@H]1CO | 0.6 |
| C[C@@H]1CN([C@@H](C)CO)C(=O)c2cc(NC(=O)Nc3ccc4c(c3)OCO4)ccc2O[C@@H](C)CCCCO[C@@H]1CN(C)Cc1ccc(C(=O)O)cc1 | 0.7 |
| Cc1ccc(S(=O)(=O)N(C)C[C@@H]2Oc3ccc(NC(=O)Cc4cn(C)c5ccccc45)cc3CC(=O)N([C@H](C)CO)C[C@@H]2C)cc1 | 4.6 |
| C[C@@H]1CN([C@@H](C)CO)C(=O)c2cccc(NC(=O)C3CCOCC3)c2O[C@H]1CN(C)CC1CC1 | -0.3 |
| C[C@H]1CCCCO[C@H](CN(C)Cc2ccncc2)[C@@H](C)CN([C@@H](C)CO)C(=O)c2cc(NC(=O)Nc3ccc4c(c3)OCO4)ccc2O1 | -0.1 |
| CC=Cc1ccc2n(c1=O)C[C@H]1[C@H](CO)[C@@H](C(=O)N[C@H](C)c3ccccc3)[C@@H]2N1CC (mixture of isomers) | -0.7 |
| O=C(NCC1CC1)[C@H]1[C@H](CO)[C@H]2Cn3c(ccc(-c4ccccc4F)c3=O)[C@@H]1N2Cc1ccccc1 | -0.2 |
| O=C(Nc1ccc2c(c1)[C@H]1C[C@@H](CC(=O)N3CCc4ccccc4C3)O[C@H](CO)[C@H]1O2)c1ccc2c(c1)OCO2 | -0.3 |
| C[C@H](CO)N1C[C@H](C)[C@@H](CN(C)C(=O)c2ccccc2)Oc2cc(C#CC3CC3)ccc2S1(=O)=O | 0.6 |
| Cc1noc(C)c1NC(=O)Nc1ccc2c(c1)CC(=O)N([C@@H](C)CO)C[C@@H](C)[C@@H](CN(C)Cc1ccc(C(=O)O)cc1)O2 | 1.0 |

Two entries picked at random from the list so far:
| mol | BioA inh |
| --- | --- |
| Cc1noc(C)c1NC(=O)Nc1ccc2c(c1)CC(=O)N([C@@H](C)CO)C[C@@H](C)[C@@H](CN(C)Cc1ccc(C(=O)O)cc1)O2 | 1.0 |
| C[C@H]1CCCCO[C@H](CN(C)Cc2ccncc2)[C@@H](C)CN([C@@H](C)CO)C(=O)c2cc(NC(=O)Nc3ccc4c(c3)OCO4)ccc2O1 | -0.1 |

(further entries)
| mol | BioA inh |
| --- | --- |
| O=C(C[C@H]1C[C@@H]2c3cc(NC(=O)NC4CCCC4)ccc3O[C@@H]2[C@H](CO)O1)NCC1CC1 | -2.9 |
| CC(C)NC(=O)Nc1ccc2c(c1)CC(=O)N([C@H](C)CO)C[C@@H](C)[C@@H](CN(C)S(=O)(=O)c1cn(C)cn1)O2 | -1.9 |
| CNC(=O)C[C@@H]1CC[C@H]2[C@@H](COC[C@H](O)CN2C(=O)Nc2cccc(OC)c2)O1 | 1.3 |
| C[C@@H](NC(=O)C[C@@H]1CC[C@@H]2[C@H](COC[C@H](O)CN2C(=O)Nc2cccc(F)c2)O1)c1ccccc1 | 1.7 |
| C[C@@H]1CN([C@@H](C)CO)S(=O)(=O)c2ccc(-c3ccccc3)cc2O[C@@H]1CN(C)Cc1cccnc1 | 10.8 |
| Cc1ccc(S(=O)(=O)N(C)C[C@@H]2Oc3ccc(NC(=O)NC4CCCCC4)cc3C(=O)N([C@@H](C)CO)C[C@@H]2C)cc1 | 0.7 |
| C[C@@H]1CN([C@@H](C)CO)S(=O)(=O)c2ccc(C#Cc3ccccc3F)cc2O[C@@H]1CN(C)C(=O)Cc1cccnc1 | -5.9 |
| C[C@H](CO)N1C[C@H](C)[C@@H](CN(C)C(=O)C2CCOCC2)Oc2cc(C3=CCCC3)ccc2S1(=O)=O | -5.2 |
| C[C@H]1CN([C@@H](C)CO)C(=O)Cc2cc(N(C)C)ccc2O[C@H]1CN(C)S(=O)(=O)c1ccc(F)cc1 | 3.7 |
| O=C(NC1CCCCC1)N[C@@H]1C=C[C@@H](CC(=O)N2CCOCC2)O[C@H]1CO | -1.2 |
| CC(C)CC#Cc1ccc2c(c1)O[C@@H](CN(C)C(=O)Cc1cccnc1)[C@H](C)CN([C@H](C)CO)S2(=O)=O | 4.3 |
| O=C(CC(F)(F)F)N1C[C@H]2[C@@H](c3ccccc31)[C@@H](CO)N2C(=O)c1cccnc1 | 2.3 |
| Cc1noc(C)c1NC(=O)N(C)C[C@H]1Oc2ccc(NC(=O)c3ccncc3)cc2CC(=O)N([C@H](C)CO)C[C@H]1C | -1.8 |
| CCCNC(=O)N1C[C@H](O)COC[C@H]2O[C@H](CC(=O)OC)CC[C@@H]21 | 0.2 |
| C[C@H]1CN([C@@H](C)CO)C(=O)CCCn2nncc2CO[C@@H]1CN(C)C(=O)Nc1ccc(F)cc1 | 0.8 |
| O=C(NCC1CC1)[C@H]1[C@H](CO)[C@H]2Cn3c(ccc(-c4cncnc4)c3=O)[C@H]2N1C(=O)NC1CCCC1 | -0.1 |
| COc1ccc(NC(=O)Nc2ccc3c(c2)C(=O)N([C@H](C)CO)C[C@@H](C)[C@H](CN(C)C)OCCCC[C@@H](C)O3)cc1 | -1.7 |
| C[C@H]1CN([C@@H](C)CO)C(=O)c2cccc(NC(=O)Nc3ccc(F)cc3)c2O[C@H]1CN(C)C(=O)Nc1ccc2c(c1)OCO2 | -0.1 |
| O=C(C[C@@H]1C[C@H]2c3cc(NC(=O)NC4CCCC4)ccc3O[C@H]2[C@H](CO)O1)NCC1CC1 | -1.5 |
| C[C@@H]1CN([C@H](C)CO)S(=O)(=O)c2ccc(C#CC3CCCC3)cc2O[C@H]1CN(C)C(=O)C1CC1 | 1.1 |
| COc1ccc(C#Cc2ccc([C@@H]3[C@H](CO)N4CCCCN(Cc5ccccc5F)C[C@@H]34)cc2)cc1 | 4.4 |
| C[C@@H]1CN([C@@H](C)CO)C(=O)c2cc(-c3cccc(C#N)c3)cnc2O[C@@H]1CN(C)Cc1ccc(F)cc1 | 0.2 |
| CN1c2ccc(-c3ccc(C#N)cc3)cc2[C@@H]2[C@@H](CCN2C(=O)CN2CCOCC2)[C@H]1CO | 4.0 |
| C[C@@H]1CN([C@@H](C)CO)C(=O)Cc2cc(NC(=O)Cc3cn(C)c4ccccc34)ccc2O[C@H]1CN(C)S(=O)(=O)c1cccs1 | -1.4 |
| CNC[C@H]1OCCCC[C@@H](C)Oc2ccc(NC(=O)Nc3ccccc3)cc2C(=O)N([C@@H](C)CO)C[C@H]1C | -0.4 |
| CCCC#Cc1cnc2c(c1)C(=O)N([C@@H](C)CO)C[C@H](C)[C@H](CN(C)C(=O)Cc1cccnc1)O2 | 1.6 |
| C[C@@H]1CN([C@@H](C)CO)C(=O)c2cc(-c3ccccc3F)cnc2O[C@@H]1CN(C)Cc1cccc(F)c1 | 0.0 |
| CO[C@H]1CN(C)C(=O)c2ccc(NS(=O)(=O)CC(F)(F)F)cc2OC[C@@H](C)N(Cc2nccs2)C[C@@H]1C | -1.0 |
| C[C@H]1CN([C@@H](C)CO)C(=O)Cc2cc(NC(=O)Nc3ccc(C(F)(F)F)cc3)ccc2O[C@@H]1CN(C)Cc1ccc(Oc2ccccc2)cc1 | -1.2 |
| C[C@H](O)C#Cc1cnc2c(c1)C(=O)N([C@@H](C)CO)C[C@@H](C)[C@@H](CN(C)C(=O)CC1CC1)O2 | -2.3 |
| CCCC#Cc1cnc2c(c1)C(=O)N([C@H](C)CO)C[C@H](C)[C@@H](CN(C)C(=O)Nc1cccc(F)c1)O2 | 8.1 |
